GAA inh: alpha-glucosidase (human) inhibition. P10253. purified human GAA, 4-MU-alpha-glucoside fluorescence. Potency, µM (series often up to 76.9 µM), inactives show at the highest dose activity change, negative = inhibition, actives largely listed as inhibitors. 0.005% of 200,000 active. AID 1466;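 also: plate controls were uninhibited enzyme wells for no effect and no-enzyme background for full effect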
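qHTS format, compound range up to 77 uM. Human lysosomal enzyme at 4 nM, 400 uM 4-MU glucoside substrate, pH 5.0, 20 min room temperature; fluorescence after alkaline stop gives activity normalized to controls.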
Tau fibril FP: tau fibrillization inhibition (FP); Potency, µM (highest dose often 57.7 µM), for inactives: at the highest dose activity, negative = inhibition, usual class: inhibitors; 0.39% of 280,000 active; K18 P301L tau heparin fibrillization, Alexa594 FP, 6 h; also: % is scaled to controls: 0 for no effect and ±100 for the full control effect; nearly all actives have a fitted effect of over 55% in size
Target sequence (P10636 561-689 P618L limits assumed): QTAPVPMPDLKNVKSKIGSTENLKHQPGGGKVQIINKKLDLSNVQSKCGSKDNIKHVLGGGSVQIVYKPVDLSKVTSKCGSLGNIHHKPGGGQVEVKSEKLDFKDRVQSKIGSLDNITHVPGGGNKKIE
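Read-out: fluorescence polarization of Alexa 594-labeled tau (0.24 uM), 555 nm excitation, 632 nm emission. Mixtures held 15 uM unlabeled K18 P301L, compound and 20 uM heparin, pH 7 acetate buffer, incubated 6 hr at 37 C.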
GAA glycogen mod: alters human alpha-glucosidase cleavage of glycogen | AID 2100 | 0.38% of 300,000 active | recombinant GAA, glycogen substrate, Amplex Red glucose oxidase fluorescence | P10253 | Potency, µM (doses to about 76.4 µM), inactives show at the highest dose activity change, negative = inhibition, most hits filed as inhibitors;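 also: 0% = full enzyme reaction and -100% = no-enzyme basal signal; the screen sought inhibitors and activators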
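qHTS, 1536-well; enzyme 4 nM final; cpd up to 77 uM; substrate bovine liver glycogen 30 ug; 50 mM citrate/phosphate pH 5.0, 0.01% Tween-20; 37 C, 40 min; Amplex Red detection 45 min RT; Hill fit → AC50.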
Tau fibril ThT: tau fibrillization inhibition (ThT binding); P10636; recombinant tau K18 P301L, heparin-induced fibrillization, ThT fluorescence; Potency, µM (doses to about 57.4 µM), inactives show at the highest dose activity, negative = inhibition, most hits filed as inhibitors; 2.1% of 270,000 active; AID 1460; also: % is scaled to controls: 0 for no effect and ±100 for the full control effect; nearly all actives have a fitted effect of over 55% in size
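In this qHTS, human K18 P301L tau is incubated with compound and heparin for 6 hr at 37 C, and Thioflavin T fluorescence then reports fibril load.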
GAA spleen mod: inhibitors or activators of human alpha-glucosidase in spleen homogenate; AID 2112; Potency, µM (doses to about 79.9 µM), for the others: at the highest dose activity change, negative = inhibition, actives largely listed as inhibitors; human spleen homogenate, 4-MU-alpha-glucoside fluorescence; P10253; 0.006% of 240,000 active;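 also: 0% = enzyme with vehicle and -100% = no enzyme basal signal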
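Compounds were titrated against alpha-glucosidase in spleen homogenate at pH 5.0, with 1 mM 4-methylumbelliferyl substrate for 40 min at 37 C. Reactions were quenched with pH 10 NaOH/glycine and fluorescence measured.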
Tau fluor counter: counter-screen for tau fibril formation inhibitors; 0.93% of 280,000 active; Potency, µM (doses to about 57.7 µM), inactives show top-dose activity change, negative = decrease; tau K18 P301L Alexa594 fluorescence, heparin fibrillization; also: % is scaled to controls: 0 for no effect and ±100 for the full control effect; nearly all actives have a fitted effect of over 55% in size
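Human tau K18 P301L (15 uM unlabeled, 0.24 uM Alexa 594-labeled) in 100 mM sodium acetate pH 7 with 20 uM heparin, 6 hr at 37 C. ThT 30 uM added, 1 hr ambient; Alexa 594 FP and total fluorescence read at 555/632 nm.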
HTT ATP protect: Huntington cell model cytoprotection by ATP luminescence; PC12 HTT-Q103 induced, cytoprotection, ATP luminescence, 40 h; Potency, µM (series often up to 56.4 µM), without a hit: cytoprotection (ATP increase), most hits filed as activators; 0.14% of 230,000 active; AID 1471;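 also: % of control where 0% means no effect; nearly all actives have a fitted effect of over 45% in size; toxic huntingtin expression switched on by the ecdysone agonist tebufenozide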
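Readout: ATPlite luminescence (ATP level). Model: stable PC12, inducible Htt exon1 Q103-GFP. Inducer: tebufenozide, 100 nM final. Compounds: dose series. No G418 in medium.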
GLA spleen mod: inhibitors or activators of human alpha-galactosidase in spleen homogenate; P06280; human spleen homogenate, 4MU-alpha-Gal fluorescence, 40 min; Potency, µM (titrated, usually from 80 µM), for the others: at the highest dose activity change, negative = inhibition, hits mostly inhibitors; 0.008% of 240,000 active; AID 2107;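 also: 0% = enzyme with vehicle and -100% = no enzyme basal signal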
Target sequence (P06280 32-429 limits assumed): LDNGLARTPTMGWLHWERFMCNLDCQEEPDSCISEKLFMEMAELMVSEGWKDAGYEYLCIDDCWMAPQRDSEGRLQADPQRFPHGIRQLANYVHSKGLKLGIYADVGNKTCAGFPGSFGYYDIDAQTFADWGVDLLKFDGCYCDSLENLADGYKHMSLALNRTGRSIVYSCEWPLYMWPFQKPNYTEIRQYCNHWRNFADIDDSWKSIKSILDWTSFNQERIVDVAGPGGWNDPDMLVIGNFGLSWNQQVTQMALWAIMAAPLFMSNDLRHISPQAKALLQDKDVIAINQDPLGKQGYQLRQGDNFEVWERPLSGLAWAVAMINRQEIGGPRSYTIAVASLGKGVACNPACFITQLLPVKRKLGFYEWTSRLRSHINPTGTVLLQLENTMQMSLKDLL
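Human spleen homogenate (1 ug) as enzyme source, 4-methylumbelliferyl-alpha-D-galactopyranoside 1 mM final, citrate/phosphate pH 5.0 with 0.01% Tween-20. Compounds 40 min at 37C, NaOH/glycine stop; fluorescence Ex 365/Em 440, Hill-fit AC50.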
* = called active by the depositor; ? = inconclusive; · = no result given; & = joins results of further samples; [ ] = another dose, or the depositor's remark. Calls follow the shape of the dose curve; as a rule, active = well fitted curve in the direction sought with a large enough effect; inconclusive = small, poorly fitted or top-dose-only effect, or another doubt; inactive = no such curve, though single readings can be large; an effect the other way counts as inactive or inconclusive. Potency is read from the fitted curve at half-maximal effect.

SMILES	GAA inh	Tau fibril FP	GAA glycogen mod	Tau fibril ThT	GAA spleen mod	Tau fluor counter	HTT ATP protect	GLA spleen mod
Cc1ccccc1NC(=O)CSc1nc2ccc(NC(=O)c3ccccc3)cc2s1	·	?	9%[76.3 µM]	4%	·	?	·	·
Cc1ccc(NC(=O)Cn2c(-c3nonc3N)nc3ccccc32)cc1C	·	-20%	-10%[76.3 µM]	3%	·	-7%	·	·
Cn1c(=O)[nH]c(=O)c2c1ncn2CCN1CCCCC1	0%	-3%	-3%	-2%	-2%	-6%	16%[0.074 µM]	-1%
COc1cc(/C=N/NC(=S)NCC2CCCO2)cc(OC)c1OC (configuration not stated)	·	7%	?	-7%	6%	-4%	1%[10 µM]	-7%
Brc1ccc(C2C3=C(Nc4ncnn42)c2ccccc2OC3c2ccncc2)cc1 (configuration not stated)	0%	-5%	-25%	-15%	3%	-13%	-61%[inhibitor]	-3%
O=C(Nc1ccncc1)c1ccc2c(c1)C(=O)N(CC1CCCO1)C2=O (configuration not stated)	-2%	-1%	8%	-4%	-2%	-3%	·	-9%
O=c1sc2ccccc2c(=O)n1Cc1ccccc1F	-2%	-9%	6%	-13%	·	-20%	-10%	2%
CCOc1ccc(N(CC(=O)NCc2ccco2)S(C)(=O)=O)cc1	-13%	6%	1%	8%	1%	9%	9%	3%
O=C(NCC1CCCO1)Nc1ccc(Cl)cc1 (configuration not stated)	-3%	-1%	15%	0%	-12%	1%	-10%	3%
COc1ccc(-c2nnn(CC(=O)NCc3ccc4c(c3)OCO4)n2)cc1OC	?	-12%	1%	0%	-1%	3%	-19%	-1%
COc1ccccc1NC(=O)CSc1nc(O)cc(=O)n1-c1ccccc1OC	7%	-1%	10%	-9%	-29%	5%	-6%	?
CC1(C)Cc2c(C#N)c(OCC(=O)c3ccccc3)nc(-c3ccoc3)c2CO1	1%	0%	5%	-11%	3%	-4%	-5%	5%
COc1ccc(CCC(=O)N2CC(C)OC(C)C2)cc1 (configuration not stated)	-3%	12%	6%	-4%	-1%	4%	-2%	17%
Cc1c(Cl)cccc1NC(=S)N1CCC(N(C)CC2CCCO2)CC1 (configuration not stated)	-1%	-8%	1%	-10%	-14%	-6%	13%	-15%
CC(C)(C)c1nc(SCC(=O)c2ccccc2)c2ccccc2n1	-9%	?	-17%	?	3%	?	-16%[10 µM]	10%
CC(C)CNc1cc(NC2CCCCC2)c2c3c(onc13)-c1ccccc1C2=O	·	6%	-3%[76.3 µM]	?	·	?	·	·
O=C(O)CCN(Cc1ccccc1)S(=O)(=O)c1ccc(Cl)cc1F	-2%	-4%	6%	1%	7%	2%	-3%	3%
Cn1c(C(C#N)/C(=N\S(=O)(=O)c2cccs2)c2ccccc2)nc2ccccc21 (configuration not stated)	-3%	-9%	-4%	-3%	-3%	2%	-15%[10 µM]	5%
CCOC(=O)c1sc(NC(=O)CN(CC)CC)c(C(=O)OCC)c1C	-2%	-4%	6%	-12%	-2%	-10%	-8%	-3%
Cc1ccc2c(=O)cc(C(=O)Nc3c(C)n(C)n(-c4ccccc4)c3=O)oc2c1	·	-10%	-10%[76.3 µM]	-7%	·	-2%	·	·
CCCC(=O)NCCc1cc2ccc(C)c(C)c2[nH]c1=O	-3%	-2%	2%	-5%	-3%	2%	-4%[10 µM]	2%
O=C(OC(C(=O)NCc1ccc2c(c1)OCO2)c1ccccc1F)c1ccco1 (configuration not stated)	4%	-3%	6%	-5%	6%	-10%	32%	8%
Cc1cccc(N2CCN(C(=O)C3CCC(CNS(=O)(=O)c4ccc(Br)s4)CC3)CC2)c1C (configuration not stated)	·	-9%	-12%[76.3 µM]	-10%	·	-3%	·	·
CN(C)Cc1nnnn1-c1ccccc1	1%[15.4 µM]	6%	7%	-1%	-2%	6%	22%[10 µM]	-6%
O=C(NNc1cccc(Cl)c1)c1cccnc1Oc1ccccc1	3%[15.4 µM]	3%	?	-12%	3%	-15%	-3%[10 µM]	8%
COC(=O)c1ccccc1NC(=O)C1CC=CCC1C(=O)O (configuration not stated)	5%	7%	-1%	0%	-13%	10%	10%[10 µM]	7%
O=c1[nH]nc(Cc2ccc(Cl)cc2Cl)c2ccccc12	-4%	-7%	-1%	2%	-2%	-4%	-8%	1%
CN1CCN(C(=O)C2CCC(CNS(=O)(=O)c3cccc4cccnc34)CC2)CC1 (configuration not stated)	-3%	-4%	7%	-3%	6%	-9%	-1%	-2%
CN(C)CCCNC(=S)NCCNc1nc2cc3c(cc2cc1C#N)OCO3	?	10%	4%	3%	14%	-3%	-8%	?
NC(=O)Cn1c(=O)n(CCCCCC(=O)NCc2ccccc2Cl)c(=O)c2sccc21	·	3%	4%[76.3 µM]	13%	·	4%	·	·
Cc1c(-c2ccccc2)sc(N)c1C(=O)N1CCOCC1	1%	-1%	?	-18%	-3%	-13%	-9%	0%
COc1ccc(N2C(=O)CSC2c2cccc(F)c2)c(OC)c1 (configuration not stated)	2%	1%	4%	-3%	0%	-3%	-11%	8%
S=C(NCc1ccc(Cl)cc1)Nc1ccc(Cl)cc1Cl	2%	?	0%	2%	2%	-15%	-7%[10 µM]	4%
O=C(NCC(c1ccc(Cl)cc1)N1CCOCC1)c1ccccc1F (configuration not stated)	·	-2%	-4%[76.3 µM]	-2%	·	-13%	·	·
CC1CCC2C(=O)N3C(CCC(C)[C@@H]3c3cccc(N4CCOCC4)c3)C(=O)N2C1c1cccc(N2CCOCC2)c1 (some centres not stated)	·	2%[11.6 µM]	·	-12%[11.5 µM]	-24%[17.4 µM]	-7%[11.6 µM]	-23%[10 µM]	-3%[17.5 µM]
Cc1nn(Cc2ccc(F)cc2)c(C)c1NC(=O)c1cccnc1Cl	0%	1%	5%	0%	0%	5%	2%[10 µM]	-1%
O=C(COc1ccc2oc(-c3ccccc3)cc(=O)c2c1)Nc1ccccc1	6%	-6%	11%	?	-4%	-4%	-2%[10 µM]	-7%
Cc1cccc(C(=O)OCC(=O)NC(C)CCc2ccccc2)c1 (configuration not stated)	-3%	9%	-2%	-6%	-2%	-7%	-26%	-7%
Nc1ccc(S(=O)(=O)N2CCCc3ccccc32)cc1	1%	-8%	-6%	3%	0%	-8%	6%[10 µM]	-1%
CCOc1ccc(CCNC(=O)Cn2nc(CC)n3c(cc4sc(CC)cc43)c2=O)cc1OCC	·	1%	-5%[76.3 µM]	-9%	·	-10%	·	·
Nc1ccc(S(=O)(=O)NNC(=O)C(=O)NNc2ccccn2)cc1	-4%	-3%	3.2µM*	-11%	-5%	-2%	-7%[10 µM]	2%
O=C(Nc1ccccn1)c1ccc(NC(=O)c2ccco2)cc1	2%	1%	-4%	-13%	-15%	-1%	-97%[inhibitor][10 µM]	3%
COc1ccccc1OCC(=O)N(Cc1cccs1)C1CCS(=O)(=O)C1 (configuration not stated)	·	-5%	-15%[76.3 µM]	-5%	·	-10%	·	·
COc1ccc(-c2cn3nc(N4CCCC(C(=O)Nc5ccccc5F)C4)sc3n2)cc1 (configuration not stated)	·	17%	2%[76.3 µM]	?	·	?	·	·
CN1CCc2c(sc3c2C(=O)NC(c2ccccc2)N3)C1 (configuration not stated)	?	?	7%	?	5%	1%	·	?
CC1(C)CC(=O)N(CC(=O)O)c2ccccc2S1	0%	1%	-1%	-6%	-13%	-7%	16%	1%
COc1ccc(/C=C2\CCOC2=O)cc1	0%&0%	-7%&-6%	12%&-5%	-18%&-12%	-4%&3%	-15%&-3%	-9%[10 µM]	-5%&-2%
CN(CCO)C(=O)CCC(=O)Nc1ccc(S(N)(=O)=O)cc1	-6%	-5%	4%	1%	-8%	-2%	-2%[0.074 µM]	7%
CC1CCCCN1CCCNC(=O)c1[nH]c2ccccc2c1Sc1ccc(Cl)cc1 (configuration not stated)	·	10%	10%[76.3 µM]	-17%	·	?	·	·
COc1cc(CNCCO)cc(Br)c1OCc1cccs1	5%	-3%	7%	1%	1%	-5%	-33%	14%

Carrying on:
SMILES	GAA inh	Tau fibril FP	GAA glycogen mod	Tau fibril ThT	GAA spleen mod	Tau fluor counter	HTT ATP protect	GLA spleen mod
COC(=O)[C@@]1(Cc2ccccc2)[C@H]2c3cc(C(=O)N4CCCC4)n(Cc4cc(F)cc5c4OCOC5)c3C[C@H]2CN1C(=O)c1ccccc1	·	-4%	·	-13%	-2%	-9%	-53%[inhibitor]	7%
O=[N+]([O-])c1cc(S(=O)(=O)N2CCCC2)ccc1O	-9%	-9%	-7%	-10%	3%	-7%	·	6%
COC(=O)c1cnc2c(C(F)(F)F)cccc2c1OC	-4%	7%	6%	-4%	-5%	3%	-7%[0.074 µM]	-24%
COc1ccc(-c2nnc(SCC(=O)Nc3ccccc3OC)o2)cc1	-5%	0%	3%	-15%	-4%	-9%	-9%[10 µM]	4%

Screening data as filed in PubChem.
